# bCat KO growth – primary screen for growth suppressors in beta-catenin knockout HCT116 cells (colon tumor, human); HCT116 beta-catenin knockout viability, CellTiter-Glo, 60 h; active compounds read low; viability, % at 10 µM; 140,000 compounds, 1.5% hits; AID 818, 2007;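 active = viability at or under a set limit, the compound median less 4 SD, cut at about 6% in these data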;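 note: 0% = Hyamine 1622 control at 20 µM and 100% = untreated cell control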
# Phagocytosis inh – inhibitors of macrophage phagocytosis, primary screen, imaging, J774A.1 cells, IgG beads | J774A.1 macrophage IgG-bead phagocytosis | inhibition, % at 5 µM | 110,000 compounds, 0.07% hits;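 active = inhibition above the mean of the plate negative controls plus 5 SD, cut at about 13% in these data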;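 note: phagocytic index as fraction of beads internalized from green versus red external bead signal; plate controls were DMSO negative control for no effect and cytochalasin-D positive control for full effect; some results beyond the cut were filed as inactive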
# E-sel TNF inh – E-selectin induction blockers in HUVEC – imaging, immunofluorescence, high content, primary screen; inhibition, % at 2 µM; AID 1246, 2008; 120,000 compounds, 0.71% hits; HUVEC TNFa-induced E-selectin immunofluorescence;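 active = inhibition above the batch mean plus 3 SD, and confirmed as a hit on visual image review, cut at about 43% in these data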;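 note: 0% = TNF-stimulated DMSO wells and 100% = unstimulated control wells; not every result past the cut was called active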
# GALR2 antag – GALR2 antagonists in receptor-expressing cells, primary screen. antagonist mode. inhibition, % at 4 µM. 140,000 compounds, 0.39% hits. AID 828, 2007; in the data active = inhibition above about 27%;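 note: cells stimulated with galanin 1-16 at roughly its EC80; 0% = agonist challenge control and 100% = basal control without agonist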
# Target sequence (O43603 whole entry, looked up): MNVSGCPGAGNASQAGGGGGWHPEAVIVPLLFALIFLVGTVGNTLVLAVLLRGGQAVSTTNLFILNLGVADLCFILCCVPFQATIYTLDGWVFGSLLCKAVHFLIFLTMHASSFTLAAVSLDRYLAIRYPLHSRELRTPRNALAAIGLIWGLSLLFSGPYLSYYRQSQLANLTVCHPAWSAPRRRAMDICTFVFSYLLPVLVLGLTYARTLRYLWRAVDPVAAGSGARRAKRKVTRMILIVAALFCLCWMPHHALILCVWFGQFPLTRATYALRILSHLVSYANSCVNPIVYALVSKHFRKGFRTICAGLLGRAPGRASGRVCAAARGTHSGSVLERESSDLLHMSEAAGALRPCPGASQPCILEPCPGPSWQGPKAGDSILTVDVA
# MRP1 act – H69AR viability gain despite doxorubicin, primary screen, MRP-1 activator project, H69AR cells, CellTiter-Glo; 140,000 compounds, 0.61% hits; viability rescue; viability increase, % at 10 µM;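 active = viability gain under doxorubicin at or above a set limit, the compound median plus 3 SD, cut at about 4.7% in these data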;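 note: MRP-1 overexpressing cells given doxorubicin 25 µM after compound pretreatment; 18-22 h compound pretreatment then 72 h with doxorubicin before readout; 0% = doxorubicin-only wells and 100% = vehicle-treated cells without doxorubicin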
# BB579 growth dn – growth inhibitors of yeast BB579 in restrictive medium, primary screen, yeast lifespan-shortening project, S. cerevisiae; inhibition, % at 10 µM; 140,000 compounds, 0.51% hits; OD615, 48 h;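 active = inhibition above a set limit, 3 SD over the mean compound inhibition, cut at about 44% in these data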; note: inactives centre near -24
#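 System: Saccharomyces cerevisiae DeaD strain BB579, replicative lifespan model yeast | Buffer or medium: Restrictive glucose-based CSMM-D medium | Times: 4 h preincubation and 48 h exposure at 30 °C | Detection: OD615 turbidity measurement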
# Yeast life ext – compounds extending yeast replicative lifespan, primary screen, S. cerevisiae, OD615; inhibition of the nicotinamide effect, % at 10 µM; S. cerevisiae growth with nicotinamide; deaD strain in restrictive glucose medium; 130,000 compounds, 0.68% hits;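 active = inhibition above a set limit, placed 3 SD over the median of all compounds, cut at about 26% in these data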;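 note: 0% = nicotinamide-treated wells and 100% = cells grown without nicotinamide; some compounds called inactive have numbers as strong as hits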
#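 System: DeaD-strain S. cerevisiae / Buffer or medium: CSMM-D, restrictive glucose (dextrose) synthetic minimal medium / Probe or stimulus: nicotinamide, 1.5 mM, co-present with compound / Compound: one concentration, 10 µM, DMSO 0.25% / Incubation: 48 h compound exposure at 30 °C, humidified / Technique: optical density (absorbance) at 615 nm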
# NPY-Y2 antag – NPY-Y2 receptor antagonists, primary screen, cell-based; NPY-Y2 expressing cells, antagonist mode; 140,000 compounds, 0.99% hits; Neuropeptide Y receptor type 2 (Homo sapiens), P49146; inhibition, % at 2.7 µM; in the data active = inhibition above about 17%;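 note: 0% = vehicle with agonist challenge and 100% = reference antagonist with challenge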
# Target sequence (P49146 whole entry, looked up): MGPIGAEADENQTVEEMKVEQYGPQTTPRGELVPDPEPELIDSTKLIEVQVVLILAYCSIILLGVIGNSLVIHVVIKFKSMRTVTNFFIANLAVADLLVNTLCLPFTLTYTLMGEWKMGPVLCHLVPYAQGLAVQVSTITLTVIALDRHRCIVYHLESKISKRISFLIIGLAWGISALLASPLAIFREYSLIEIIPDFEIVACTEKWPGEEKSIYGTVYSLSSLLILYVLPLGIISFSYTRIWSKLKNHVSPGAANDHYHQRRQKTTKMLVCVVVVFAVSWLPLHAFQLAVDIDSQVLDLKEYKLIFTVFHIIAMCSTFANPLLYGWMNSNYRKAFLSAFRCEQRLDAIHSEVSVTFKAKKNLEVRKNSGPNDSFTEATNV
# Measles CPE – compounds protecting cells from measles virus cytopathic effect, primary screen, measles RdRp inhibitor project, single point, MLSMR library, absorbance. Measles virus-infected cells, CPE protection. protection (pct of control), % at 4 µM. 140,000 compounds, 1.5% hits. AID 841, 2007; in the data active = protection mostly above about 24%, no sharp cut-off; inactive = mostly below about 26%; note: some compounds called inactive have numbers as strong as hits
# PTEN del growth – growth suppression of PTEN-null HCT116, primary screen, cell-based, CellTiter-Glo; viability, % at 10 µM; 140,000 compounds, 1.2% hits; HCT116 PTEN-null viability, 60 h; active compounds read low;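 active = viability at or below a set limit, 4 SD under the median of all tested compounds, cut at about 3.7% in these data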;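 note: PTEN knockout HCT116 line with beta catenin targeted HCT116 as companion control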
# An asterisk follows results filed as active; / = no result given.
SMILES,bCat KO growth,Phagocytosis inh,E-sel TNF inh,GALR2 antag,MRP1 act,BB579 growth dn,Yeast life ext,NPY-Y2 antag,Measles CPE,PTEN del growth
CCCc1nc2sc3c(c2c(=O)n1NC(=O)CCC(=O)O)CCCC3,92,-2,8,11,0.6,-34,-3,3,4,95
O=C(COC(=O)CC1c2ccccc2CCN1S(=O)(=O)c1ccc(F)cc1)Nc1ccccc1 (stereo not given),84,-7,/,-5,-0.4,5,2,4,5,95
C/C(=N\NC(=O)c1cc(C(C)C)[nH]n1)c1ccco1,102,-7,/,15,-0.7,-4,2,1,17,97
COc1ccc2[nH]c3c(NCc4ccco4)ncnc3c2c1,20,0,2,28*,-6.8,-39,-26,0,5,15
CCOC(=O)CS(=O)(=O)c1ccc(C(F)(F)F)cn1,91,-1,30,4,-0.4,-19,-17,1,4,96
N#Cc1ccccc1NC(=O)CSc1nnc(-c2ccc(F)cc2)n1-c1ccccc1,88,-2,32,-8,-4.2,-15,-9,4,13,82
Cc1cc(C(=O)NNC(=S)NC(=O)/C=C/c2ccccc2Cl)n[nH]1,76,1,2,-3,-2.0,-22,-9,2,4,70
Cc1c(S(=O)(=O)N2CCc3ccccc3C2)c(=O)n(C)c(=O)n1C,92,-2,/,-12,-0.8,-61,-3,2,8,92
CCn1c(SCC(=O)OCC(=O)N2c3ccccc3NC(=O)C2(C)C)nnc1-c1ccco1,101,0,-28,10,-0.1,-51,-2,-1,15,115
O=C(CCc1ccccc1)Nc1ccc(N2CCOCC2)cc1,98,0,-57,9,-2.3,-7,/,3,4,92
O=c1c2ccccc2n(Cc2ccc(F)cc2)c(=O)n1C1CCCC1,64,-2,-20,3,-1.4,-21,-13,3,21,58
Cc1cc(O)c(-c2n[nH]c3c2C(c2cccc(O)c2)N(Cc2cccnc2)C3=O)cc1Cl (stereo not given),102,-3,9,-7,-2.9,-12,-6,2,23,98
O=C1CCCCC1S(=O)(=O)c1ccccc1 (stereo not given),84,-6,/,2,-2.5,4,3,-1,5,94
O=[N+]([O-])c1cnccc1Nc1ccc(F)cc1,102,/,7,0,0.5,-20,/,-3,6,102
O=C(Nc1ccccc1-c1ccccc1)c1ccc(NC(=O)c2ccco2)cc1,94,/,31,5,3.9,-41,-6,4,28,87
COc1ccc(CC(NC(=O)c2ccccc2)C(=O)NCC(=O)O)cc1 (stereo not given),109,0,/,17,-0.5,-45,-9,3,14,109
CC(=O)Nc1ccc(C(=O)Nc2ccc(S(=O)(=O)N3CCCC3)cc2)cc1,100,0,14,5,0.9,-36,-19,0,44,103
O=C(Nc1ncc2c(n1)-c1ccccc1CC2)c1ccc(Cl)cc1,75,/,12,4,-0.1,-48,-6,6,23,78
O=C(/C=C/c1ccccc1Cl)Nn1cnc2ccccc2c1=O,89,-7,34,2,-2.7,-24,3,3,31,86
C=CCn1c(SCC(=O)c2cc(C)n(CCOC)c2C)nc2sc(C)c(C)c2c1=O,74,0,/,5,-1.9,-20,-16,3,42*,67
CCOC(=O)C1C(=O)NC(N2CCN(Cc3ccccc3)CC2)=NC1c1ccccc1 (stereo not given),98,0,6,-10,-0.9,-49,-2,2,6,96
O=C1Cc2ccccc2C(c2ccc(Br)cc2)N1 (stereo not given),95,/,-18,-5,0.9,-22,-2,7,5,96
Cn1ncc2c(NCc3ccccc3)ncnc21,96,-1,6,1,-0.1,-39,-6,-1,9,109
CCc1ccc(C2NC(=S)NC3=C2C(=O)CC(C)(C)C3)cc1 (stereo not given),73,-8,55,-12,-2.1,-1,3,-2,16,86
CCCCC(=O)Nc1ccc2oc(-c3ccncc3)nc2c1,92,2,-7,-6,-1.5,33,-24,2,4,90

# Part of the list above in order of molar mass, smallest number first:
SMILES,bCat KO growth,Phagocytosis inh,E-sel TNF inh,GALR2 antag,MRP1 act,BB579 growth dn,Yeast life ext,NPY-Y2 antag,Measles CPE,PTEN del growth
O=[N+]([O-])c1cnccc1Nc1ccc(F)cc1,102,/,7,0,0.5,-20,/,-3,6,102
O=C1CCCCC1S(=O)(=O)c1ccccc1 (stereo not given),84,-6,/,2,-2.5,4,3,-1,5,94
Cn1ncc2c(NCc3ccccc3)ncnc21,96,-1,6,1,-0.1,-39,-6,-1,9,109
COc1ccc2[nH]c3c(NCc4ccco4)ncnc3c2c1,20,0,2,28*,-6.8,-39,-26,0,5,15
Cc1c(S(=O)(=O)N2CCc3ccccc3C2)c(=O)n(C)c(=O)n1C,92,-2,/,-12,-0.8,-61,-3,2,8,92
COc1ccc(CC(NC(=O)c2ccccc2)C(=O)NCC(=O)O)cc1 (stereo not given),109,0,/,17,-0.5,-45,-9,3,14,109
CC(=O)Nc1ccc(C(=O)Nc2ccc(S(=O)(=O)N3CCCC3)cc2)cc1,100,0,14,5,0.9,-36,-19,0,44,103
CCOC(=O)C1C(=O)NC(N2CCN(Cc3ccccc3)CC2)=NC1c1ccccc1 (stereo not given),98,0,6,-10,-0.9,-49,-2,2,6,96
N#Cc1ccccc1NC(=O)CSc1nnc(-c2ccc(F)cc2)n1-c1ccccc1,88,-2,32,-8,-4.2,-15,-9,4,13,82
C=CCn1c(SCC(=O)c2cc(C)n(CCOC)c2C)nc2sc(C)c(C)c2c1=O,74,0,/,5,-1.9,-20,-16,3,42*,67
CCn1c(SCC(=O)OCC(=O)N2c3ccccc3NC(=O)C2(C)C)nnc1-c1ccco1,101,0,-28,10,-0.1,-51,-2,-1,15,115
O=C(COC(=O)CC1c2ccccc2CCN1S(=O)(=O)c1ccc(F)cc1)Nc1ccccc1 (stereo not given),84,-7,/,-5,-0.4,5,2,4,5,95

# (listing goes on)
SMILES,bCat KO growth,Phagocytosis inh,E-sel TNF inh,GALR2 antag,MRP1 act,BB579 growth dn,Yeast life ext,NPY-Y2 antag,Measles CPE,PTEN del growth
Nn1cc(-c2ccccc2)nc1SCC(=O)Nc1ccc2c(c1)OCO2,83,-4,/,9,-2.7,-49,-2,9,10,90
COCCn1nnnc1C(CC(C)C)N1CCN(c2cccc(OC)c2)CC1 (stereo not given),93,-2,-43,-1,-2.1,-24,-7,5,12,91
Cc1cc(C(=O)NCC(=O)O)c(C)o1,101,0,-6,5,-0.3,-7,-11,0,25,88
COCCn1c(-c2ccc(-c3ccccc3Cl)o2)nc2c1c(=O)[nH]c(=O)n2CC(C)C,62,0,/,-1,-2.4,-44,-14,2,13,61
COc1ccc(C2=C(Nc3ccc(F)cc3)c3ccccc3C2=O)cc1,98,/,-4,-3,0.3,-17,6,-5,8,107
O=S(=O)(NC1CC1)c1ccc(S(=O)(=O)N2CCCC3(CCCCC3)C2)cc1,94,-1,-26,-7,-0.9,-61,-16,2,7,84
O=C(Nc1ccc(Br)cc1)C1CCN(C(=O)c2ccc(F)cc2)CC1,75,2,/,-4,-1.4,-4,-6,6,9,80
COc1cc(/C=N/NC(=O)CCc2n[nH]c(=O)[nH]c2=O)ccc1O,88,-6,/,-1,-0.6,-12,-5,2,9,107
COc1ccc2c(c1)[nH]c1c(=O)n(CCN(C)C)cnc12,93,-1,6,-11,-4.0,-31,-4,1,14,91
Cc1cc(C)c(NC(=O)CSc2nnc(-c3ccncc3)n2Cc2ccco2)c(C)c1,90,/,-16,5,-1.4,-23,-4,2,25,103
CC(C)OCCCN1CN(S(=O)(=O)c2ccccc2)c2nc3ccccc3nc21,92,-1,-7,-4,-2.0,0,-4,0,18,85
O=C1CCCN1c1ccc(S(=O)(=O)Oc2ccc(Cl)cc2)cc1[N+](=O)[O-],72,/,0,3,-4.1,-17,-24,4,30,60
CN1/C(=C\C(=O)c2cccnc2)C(C)(C)c2ccccc21,85,-4,/,2,2.6,-51,-9,0,6,86
CC(NC(=O)Cc1ccccc1[N+](=O)[O-])c1ccccc1 (stereo not given),91,-12,/,5,-2.3,-3,2,-1,25,91
CC1=CCC(COC(=O)Nc2ccccc2)CC1 (stereo not given),88,/,-8,-6,-0.9,-19,-28,6,18,84
C/C(=N/NC(=O)c1ccc(Br)o1)c1ccncc1,92,4,35,0,1.0,-32,2,2,20,95
CCn1c(Cn2nnc(-c3ccccc3)n2)nnc1SCC(=O)Nc1ccc(C(C)=O)cc1,83,/,19,-2,-2.3,-44,-14,-9,23,77
Cc1ccc2c(c1)cc(CN(Cc1cccs1)C(=O)c1ccco1)c1nnnn12,82,0,/,0,-1.9,10,4,1,36,75
CCOc1ccc(C(=O)Nc2cccc([N+](=O)[O-])c2)cc1Br,54,2,/,17,-4.5,-31,3,0,14,40
CCOc1ccc(CNn2nnnc2N)cc1,96,0,5,-3,-0.5,-20,-4,0,7,105
CCC(C)NC(=O)C1CCCN(S(=O)(=O)c2ccc(-n3cnnn3)cc2)C1 (stereo not given),94,-2,24,-2,-1.1,-37,-3,3,7,90
CCOc1ccc(N2C(=O)C3CCCN3C2=O)cc1 (stereo not given),86,0,3,1,-0.3,18,-18,1,24,88
CC(C)OC(=O)/C(C#N)=C/c1c[nH]c2ccccc12,82,/,/,-3,-2.6,-56,-7,0,5,79
O=C(O)C1C2CCC(O2)C1C(=O)Nc1ccc(O)cc1 (stereo not given),92,3,/,1,-1.9,-40,3,1,21,93
CN(C)CCNc1oc(COc2ccc(-c3ccccc3)cc2)nc1C#N,88,0,5,-5,-4.5,-2,-11,8,26,75
Cc1cccc(N2C(=O)SC(N(CC(=O)O)c3cccc(C)c3)C2=O)c1 (stereo not given),86,2,/,16,-2.8,-29,-8,2,-1,106
Cc1ccc(CNC(=O)c2ccc3c(=O)n(CCCN4CCCC4=O)c(=S)[nH]c3c2)cc1,79,1,-10,-5,0.6,-16,-6,-1,1,92
NC(=O)CN1CCN(c2ccccc2F)CC1,91,-2,-80,7,-1.2,-12,-2,1,35,94
COc1ccc(OCc2ccc(C(=O)N3CCOCC3)cc2)cc1,71,/,7,13,-2.1,-38,/,1,5,73
O=C(Cc1noc2ccccc12)Nc1ccccn1,101,-2,/,4,4.1,-10,-4,3,12,100

# Look-ups from the list:
# In bCat KO growth, Cc1cccc(N2C(=O)SC(N(CC(=O)O)c3cccc(C)c3)C2=O)c1 (stereo not given) has 86
# In MRP1 act, Cc1c(S(=O)(=O)N2CCc3ccccc3C2)c(=O)n(C)c(=O)n1C has -0.8

# From PubChem BioAssay
